GLP-1R inv ag – qHTS of GLP-1 Receptor Inverse Agonists (Inhibition Mode); Glucagon-like peptide 1 receptor (Homo sapiens), P43220; 410,000 compounds, 1.6% hits; HEK293 GLP-1R CRE-luciferase, luminescence, 24 h; GLP-1R form is constitutively active; Potency, µM (titrated, usually from 38.3 µM), for inactives: at the top dose activity change, negative = inhibition, actives largely listed as inhibitors; further: potency means the concentration at half of the fitted maximal effect; on the % scale 0 is the no-effect control and ±100 the full control effect; nearly all actives have a fitted effect of over 55% in size
Target sequence (P43220 whole entry, looked up): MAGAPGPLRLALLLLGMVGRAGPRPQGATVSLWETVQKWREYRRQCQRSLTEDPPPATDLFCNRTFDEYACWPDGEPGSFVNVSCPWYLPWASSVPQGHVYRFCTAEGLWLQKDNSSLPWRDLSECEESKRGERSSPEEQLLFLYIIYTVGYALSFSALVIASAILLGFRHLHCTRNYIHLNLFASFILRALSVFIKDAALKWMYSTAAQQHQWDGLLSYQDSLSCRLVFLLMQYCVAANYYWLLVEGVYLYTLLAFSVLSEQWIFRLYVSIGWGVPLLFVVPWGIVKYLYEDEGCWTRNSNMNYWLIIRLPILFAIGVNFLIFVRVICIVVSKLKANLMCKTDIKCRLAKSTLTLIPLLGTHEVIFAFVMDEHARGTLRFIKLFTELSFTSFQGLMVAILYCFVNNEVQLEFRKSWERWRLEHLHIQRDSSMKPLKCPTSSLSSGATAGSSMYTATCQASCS
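Stable HEK293 clone (constitutively active GLP-1R + cAMP-response luciferase); 200 cells/uL plated, 12 h pre-culture, compound 24 hr, 37 deg C/5% CO2; detection reagent 12 min RT; luminescence.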
DRD3 agonist – qHTS of D3 Dopamine Receptor Agonist: qHTS. max activation, %. 410,000 compounds, 0.58% hits. D3R DiscoveRx beta-arrestin cells, luminescence, 90 min; in the data active means max activation above about 30%; further: 0% is about no effect; mostly tested at two doses, the higher about 12 µM
Target sequence (P35462 whole entry, looked up): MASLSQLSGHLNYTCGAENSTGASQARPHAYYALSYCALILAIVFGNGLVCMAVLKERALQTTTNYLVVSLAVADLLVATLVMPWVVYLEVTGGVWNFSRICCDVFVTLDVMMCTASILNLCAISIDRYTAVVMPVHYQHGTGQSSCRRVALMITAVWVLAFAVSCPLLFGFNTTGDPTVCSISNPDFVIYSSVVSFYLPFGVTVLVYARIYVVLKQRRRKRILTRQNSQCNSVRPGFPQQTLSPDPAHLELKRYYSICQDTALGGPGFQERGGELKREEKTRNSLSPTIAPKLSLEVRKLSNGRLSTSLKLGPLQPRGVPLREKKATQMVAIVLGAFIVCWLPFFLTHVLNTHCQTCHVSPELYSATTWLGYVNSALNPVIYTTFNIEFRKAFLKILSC
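Agonist mode: compounds and dopamine controls were applied to plated cells for 90 min at 37 degrees C after an overnight attachment at 1500 cells/well. Luminescent read-out followed 30 - 60 minutes at room temperature with DiscoveRx detection reagent.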
GLP1R cytotox – qHTS of GLP-1 Receptor Inverse Agonists: Cytotox Screen. HEK293 cAMP-luciferase reporter cells, luminescence, 24 h. Potency, µM (titrated, usually from 38.3 µM), for inactives: at the top dose activity change, negative = inhibition, most hits filed as inhibitors. 410,000 compounds, 0.13% hits. AID 624418, 2012;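 further: loss of luciferase light is scored as toxicity; potency means the concentration at half of the fitted maximal effect; on the % scale 0 is the no-effect control and ±100 the full control effect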
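A 23 nL compound transfer followed 12 hours of cell culture at 37 deg C; exposure then lasted 24 hr. Luciferase assay detection reagent was dispensed and plates read for luminescence after a 12 min room-temperature wait.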
Active calls of the source: *; ? = inconclusive; [ ] = dose if it differs, or a comment. Unless noted, the call rests on the fitted dose curve; in most records, active means well fitted curve in the direction sought with a large enough effect; inconclusive means small, poorly fitted or top-dose-only effect, or another doubt; inactive means no such curve, though single readings can be large; an effect the other way counts as inactive or inconclusive.

Each structure is followed by: GLP-1R inv ag, DRD3 agonist, GLP1R cytotox
> COc1ccccc1NC(=O)CSC1=Nc2ccccc2C2=NC(CCC(=O)NCc3ccco3)C(=O)N12 (configuration not stated)
→ -11%, 11, -11%
> COc1ccc(C(=O)NCC(c2ccc3c(c2)OCO3)N2CCN(c3ccc(F)cc3)CC2)cc1 (configuration not stated)
→ ?, -21, 0%
> COc1ccc(Cn2c(=O)c3oc4ccccc4c3n(CC(=O)Nc3c(C)cccc3C)c2=O)cc1
→ 14%, 11, 2%
> Cc1c(CCNC(=O)c2ccc(Br)o2)sc2nc(-c3ccc(F)cc3)nn12
→ ?, 10, ?
> COc1cc(C(=O)Nc2nonc2-c2ccc(C)c(C)c2)cc(OC)c1OC
→ -10%, -1, -9%
> Cc1noc2ncnc(N3CCCC(C(=O)Nc4cccc(C(F)(F)F)c4)C3)c12 (configuration not stated)
→ ?, 4, -3%
> Cc1ccc(C)c(S(=O)(=O)c2nnn3c2nc(NC2CCCC2)c2sccc23)c1
→ 26%, 15, -1%
> CCN(Cc1ccccc1)C(=O)Cn1cc(S(=O)(=O)Cc2cccc(Cl)c2)c2ccccc21
→ ?, 5, 2%
> CC(=O)Nc1ccc(S(=O)(=O)NC2(C(F)(F)F)NC(=O)N(CCc3ccc(F)cc3)C2=O)cc1 (configuration not stated)
→ 0%, -9, -1%
> O=C(NCCSCc1ccccc1)C1CCN(S(=O)(=O)Cc2ccccc2)CC1
→ 8%, 4, 2%
> COc1ccc(-c2noc(CSc3nnc(-c4ccc(Cl)cc4)n3C)n2)cc1OC
→ 0%, -5, 1%
> Cc1ccc(C)c(OCCn2c(C3CC(=O)N(Cc4ccc(F)cc4)C3)nc3ccccc32)c1 (configuration not stated)
→ ?, -15, -16%
> COc1ccc(CCNC(=O)CCc2c(C)c3cc4c(C)coc4c(C)c3oc2=O)cc1OC
→ -9%, -3, 9%
> OCCN1CCN(C(c2ccc(Cl)cc2Cl)c2sc3nc(-c4ccco4)nn3c2O)CC1 (configuration not stated)
→ 7%, 7, -3%
> COc1ccc(Cn2c(CNS(=O)(=O)c3ccc4c(c3)CCCC4)nc3cccnc32)cc1
→ -11%, 1, -16%
> CCN(CC)c1ccc(NC(=O)C2CCN(S(=O)(=O)c3cnc[nH]3)CC2)c(C)c1
→ -3%, -12, 10%
> Cc1ccc(Sc2c(C)nn(C(=O)c3ccc(Br)cc3)c2C)cc1
→ 14%, 0, 10%
> CC(C)N(Cc1ccccc1)S(=O)(=O)c1ccc(N2CCCCS2(=O)=O)cc1
→ -28%, 8, 7%
> O=C(NCc1cccc(F)c1)C1=Cc2cc(Br)ccc2OC1
→ ?, -3, 4%
> CCOC(=O)c1c(S(=O)(=O)N2CCCC(C(=O)NCc3cccc(OC)c3)C2)c(C)n(C)c1C (configuration not stated)
→ -6%, -9, 11%
> COc1ccc(-c2nc(Cn3c(SCc4cccc(F)c4)nc4cccnc43)c(C)o2)cc1
→ ?, 13, -6%
> Cc1ccc(C(=O)NCC(c2cccs2)S(=O)(=O)c2ccccc2)cc1C (configuration not stated)
→ -21%, -15, 13%
> Cc1c(C(=O)OCC2CCCCC2)[nH]c2c1C(=O)CC(c1ccccc1Cl)C2 (configuration not stated)
→ 0%, 4, 2%
> Cc1cccc(NC(=O)c2cnn(-c3ccccc3)c2-n2cccc2)c1C
→ -21%, 3, 19%
> Cc1cc(=O)oc2c3c(ccc12)OCN(Cc1ccc(Cl)cc1)C3
→ 10%, 0, 153%[activator]
> Cn1c(=O)c2c(SCC(=O)N3CCc4ccccc43)nc(-c3cccc(F)c3)nc2n(C)c1=O
→ 20%, -1, 0%
> CCOc1ccc(C(=O)N2CCC(c3nnc(-c4ccccc4OC)o3)CC2)cc1
→ 5%, 6, 0%
> COc1ccccc1C(=O)N1CCCCC1CCN1CCOCC1 (configuration not stated)
→ 8%, 14, -6%
> CCc1ccc2oc(-c3cc(NC(=O)c4cc(OC)c(OC)c(OC)c4)ccc3O)nc2c1
→ 4%, 7, 5%
> Cc1ccc(NC(=O)Nc2nc3c(s2)CCCCCC3)cc1C
→ ?, -6, -13%
> COCCCN1C(=O)c2[nH]nc(-c3cc(C)ccc3O)c2C1c1ccc(F)cc1 (configuration not stated)
→ -10%, 5, -2%
> O=c1oc2ccc3ccccc3c2cc1-c1nnc(Nc2ccc(Cl)cc2Cl)s1
→ 17%, 6, -5%
> O=C(Cn1ccc2cc(S(=O)(=O)N3CCCCC3)ccc21)NCc1cccc(Cl)c1
→ ?, -11, 0%
> O=C(NCc1ccccc1Cl)c1ccc(Cn2c(=O)c3cccn3c3cccnc32)cc1
→ 6%, -6, 7%
> CCOc1ccccc1N1CC(c2nc3ccccc3n2Cc2c(C)cc(C)cc2C)CC1=O (configuration not stated)
→ 3%, -7, 27%
> COc1cc(OC)c(NC(=O)c2cc3c(s2)-c2ccc(Cl)cc2SC3)cc1Cl
→ 6%, 10, -9%
> COc1ccc(NC(=O)CC2C(=O)N(c3ccc(OC)cc3)C(=O)N2CCC2=CCCCC2)cc1 (configuration not stated)
→ -4%, 3, -17%
> Cc1ccc(CSc2nc(=O)c3c(C)cc(C)nc3n2C2CC2)cc1
→ -28%, -18, 2%
> COC(=O)c1ccc(C2C=C(c3ccc(Cl)cc3)Nc3nc4ccccc4n32)cc1 (configuration not stated)
→ ?, -11, -15%
> COc1ccc(C)cc1NC(=O)c1ccc(=O)n(Cc2ccccc2)c1
→ 12%, -17, 3%

Some of these compounds in order of molecular weight, ascending.
Each structure is followed by: GLP-1R inv ag, DRD3 agonist, GLP1R cytotox
> COC(=O)c1ccc(C2C=C(c3ccc(Cl)cc3)Nc3nc4ccccc4n32)cc1 (configuration not stated)
→ ?, -11, -15%
> O=C(NCc1ccccc1Cl)c1ccc(Cn2c(=O)c3cccn3c3cccnc32)cc1
→ 6%, -6, 7%
> CCOc1ccccc1N1CC(c2nc3ccccc3n2Cc2c(C)cc(C)cc2C)CC1=O (configuration not stated)
→ 3%, -7, 27%
> Cn1c(=O)c2c(SCC(=O)N3CCc4ccccc43)nc(-c3cccc(F)c3)nc2n(C)c1=O
→ 20%, -1, 0%

The listing continues.
Each structure is followed by: GLP-1R inv ag, DRD3 agonist, GLP1R cytotox
> COc1ccccc1NC(=O)c1oc2ccccc2c1NC(=O)c1ccccc1C(F)(F)F
→ -37%, -8, -12%
> CN1CCN(CCCNC(=O)c2ccc3nc(Cc4ccccc4)oc3c2)CC1
→ 4%, 7, 1%
> COc1ccc(Cn2c(=O)c3oc4ccccc4c3n(Cc3ccc(F)cc3)c2=O)cc1
→ 9%, -1, -4%
> COc1ccc(NC(=O)c2ccco2)cc1NC(=O)c1cc(Cl)ccc1OC
→ 4%, -2, -3%
> COc1cc2nc(SCC(=O)Nc3c(C)cc(C)cc3C)n3nc(CCn4c(C)nc5ccccc54)nc3c2cc1OC
→ 2%, -4, 11%
> Cc1ccc(NC(=O)C(CC(C)C)N2Cc3ccccc3C2=O)cc1F (configuration not stated)
→ 4%, 7, 1%
> Cc1onc(-c2ccccc2Cl)c1C(=O)Oc1ccccc1F
→ 43%[activator], -6, 4%
> O=C(NCc1ccccc1F)c1ccc(CSc2nc3cccnc3n2Cc2ccccc2)cc1
→ 5%, 10, 8%
> Cc1cccc(Cc2cnc(NC(=O)c3ccc4c(c3)CC(c3ccccc3)OC4=O)s2)c1 (configuration not stated)
→ 2%, 8, 2%
> CCCCOc1ccc(S(=O)(=O)Nc2ccc(-c3ccc(N4CCCCCC4)nn3)cc2)cc1
→ ?, 1, 0%
> CS(=O)(=O)N(Cc1ccccc1)c1ccc(C(=O)Nc2cccc(Cl)c2)cc1
→ ?, 0, -14%
> CCCc1cnc2c(c1SCc1cccc(C)c1)c(=O)n(C)c(=O)n2C
→ 9%, 0, -2%
> COc1ccc(Cn2c(=O)c3oc4ccccc4c3n(Cc3ccc(Cl)cc3)c2=O)cc1
→ 14%, -1, 22%
> Cc1ccccc1-c1nc2scc(CCNS(=O)(=O)c3ccccc3)n2n1
→ 8%, -17, -3%
> Cc1ccccc1Nc1c(-c2ccc(Cl)s2)nc2c(C)cccn12
→ -6%, 4, 23%
> Cc1ccc(NS(=O)(=O)c2ccc3c(c2)CCCN3C(=O)C2CCC2)c(C)c1
→ ?, 3, 0%
> CCc1ccccc1NC(=O)Nc1cc(C(=O)NCc2ccc(OC)cc2)ccc1N1CCCC1
→ 3%, 7, 1%
> COc1ccc(CNC(=O)C(C(C)C)N2Cc3ccccc3C2=O)cc1 (configuration not stated)
→ -19%, -13, 20%
> COc1ccc(-n2nnnc2C2CCN(S(=O)(=O)c3ccc(F)cc3Cl)CC2)cc1
→ 6%, 5, 1%
> CC1=C(C(=O)Nc2ccccc2C)C(c2cccnc2)n2nc(SCc3ccccc3)nc2N1 (configuration not stated)
→ 10%, 7, 0%
> COc1ccc(C2c3c(n(C)c4ccccc34)C(=O)N2CC(=O)Nc2cccc(Cl)c2)cc1 (configuration not stated)
→ ?, -14, 1%
> Cc1ccc(CN2CCC(CNC(=O)Nc3c(C)cccc3C)C2)cc1 (configuration not stated)
→ -9%, -19, -6%
> O=S1(=O)c2ccccc2N(Cc2cccc(C(F)(F)F)c2)c2ccccc21
→ ?, -15, 4%
> Cc1cccc(Cn2cc3c(=O)n(CC(=O)Nc4cccc(C)c4C)nc-3c3cc(F)ccc32)c1
→ -14%, 5, 0%
> CCOC(=O)c1c(S(=O)(=O)N2CCN(c3cccc(C(F)(F)F)c3)CC2)c(C)n(C)c1C
→ 2%, -19, -1%
> CCCS(=O)(=O)c1ncc(Cl)c(C(=O)Nc2scc(-c3ccccc3)c2C(=O)OCC)n1
→ ?, -9, -15%
> CCCC(CCC)C(=O)Nc1cccc(-c2cn3cccnc3n2)c1
→ 7%, -14, 20%
> COc1ccc(NC(=O)CSc2nc3ccccc3[nH]2)cc1
→ 10%, 0, -10%
> Cc1ccc(-c2noc(-c3ccccc3NC(=O)C3CC(=O)N(c4ccccc4C)C3)n2)cc1 (configuration not stated)
→ 12%, -20, 4%
> COc1ccc2cc(-c3cn4c(n3)sc3cc(F)ccc34)c(=O)oc2c1
→ 5%, -4, 2%
> Cc1cc(C)cc(NC(=O)C2CCN(C(=O)c3cnn(-c4ccccc4)c3-n3cccc3)CC2)c1
→ ?, 10, -18%
> CCOC(=O)COc1ccc(/C=C(\C#N)c2nc3ccc(C)cc3[nH]2)cc1OC
→ -12%, 6, 20%
> CCOc1ccccc1NC(=O)c1c(NC(=O)COc2ccccc2)sc2c1CCCC2
→ 3%, 7, 3%
> CN1C(=O)Cc2cc(S(=O)(=O)NCc3ccc(Cl)cc3)ccc21
→ 6%, 4, 2%
> COc1ccc(NC(=O)CSC2=Nc3ccccc3C3=NC(CCC(=O)NCCc4ccccc4)C(=O)N23)cc1 (configuration not stated)
→ -13%, 7, 18%
> CCOC(=O)c1c(C)[nH]c(C)c1S(=O)(=O)N1CCC(C(=O)NCc2ccc(C)cc2)CC1
→ 8%, 0, -14%
> COc1ccc(Cl)cc1NC(=O)Nc1c[nH]c(=O)[nH]c1=O
→ 1%, 0, -7%
> Cc1cc(Nc2ccc(C(=O)O)c(O)c2)n2ncnc2n1
→ -1%, -23, 14%
> Cc1cc2oc(C(=O)N(Cc3ccc(N(C)C)cc3)CC3CCCO3)c(C)c2cc1Cl (configuration not stated)
→ -15%, 6, -14%
> Cc1cc(-c2ccc(C)c(S(=O)(=O)NC(c3cccs3)C(C)C)c2)on1 (configuration not stated)
→ ?, -15, -5%
> COc1ccc(Cl)cc1NC(=O)Cn1cc(C(=O)c2ccc(C)cc2)c(=O)c2ccc(C)nc21
→ 1%, 1, 3%
> COc1cccc(-c2cc(C(F)(F)F)nc(-n3nc(C)c(Br)c3C)n2)c1
→ 4%, -12, 3%
> Cc1c(C)n(Cc2ccc(Cl)cc2)c2ccc(C(=O)N3CCN(c4ccccc4F)CC3)cc12
→ ?, -4, 19%
> Cc1cc(C)n(-c2nnc(Nc3cc(Cl)ccc3C)c3ccccc23)n1
→ 1%, 4, 6%
> CCOC(=O)C1CCN(c2c(C(=O)c3ccc(OCC)cc3)cnc3ccc(OC)cc23)CC1
→ ?, -3, -15%
> CCOC(=O)c1c(C)oc2nc(C)nc(N3CCN(c4ccccc4)CC3)c12
→ ?, 11, 1%
> O=C1CCSC2(C(=O)N(Cc3ccc(F)cc3)c3ccccc32)N1c1ccccc1 (configuration not stated)
→ ?, 7, -9%
> COc1ccc(N2CCN(C(=O)CSc3c4c(nc5ccc(Cl)cc35)CCCC4)CC2)cc1
→ ?, -12, -19%
> CCOc1ccc(/C=C/c2nc(C#N)c(Nc3ccc(OC)cc3)o2)cc1
→ 24%, 14, -16%
> CCCCn1c(SCC(=O)Nc2ccc(F)cc2)nc2c(sc3ccccc32)c1=O
→ 6%, 6, 0%

Not all compounds are listed; count on the stated rates, not on these rows.
